JMJD2E inh: blocks human JMJD2E demethylase activity. JMJD2E catalytic domain, FDH-coupled NADH fluorescence (FDH is formaldehyde dehydrogenase). Potency, µM (doses to about 57.1 µM), for the others: top-dose activity change, negative = inhibition, hits mostly inhibitors. 230,000 compounds, 1.6% hits. AID 2147; active = well fitted inhibition curve with a large enough effect, not every such curve was filed as active; inconclusive = small, poorly fitted or top-dose-only effect, or another doubt; inactive = no such curve, though single readings can be large or run the other way;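 note: 0% = wells with enzyme and -100% = buffer wells without enzyme; nearly all actives have a fitted effect of over 50% in size; many of its hits are not listed in these tables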
Target sequence (B2RXH2 1-337 limits assumed): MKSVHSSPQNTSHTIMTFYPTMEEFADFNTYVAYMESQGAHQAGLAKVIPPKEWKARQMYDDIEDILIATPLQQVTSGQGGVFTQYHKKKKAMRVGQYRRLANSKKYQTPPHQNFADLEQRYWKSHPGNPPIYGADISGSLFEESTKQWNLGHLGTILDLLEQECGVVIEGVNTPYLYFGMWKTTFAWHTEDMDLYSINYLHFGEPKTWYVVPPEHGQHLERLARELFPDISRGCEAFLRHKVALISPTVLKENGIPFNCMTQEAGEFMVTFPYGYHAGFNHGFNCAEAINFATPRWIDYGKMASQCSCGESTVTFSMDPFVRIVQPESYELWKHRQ
ALDH1A1 inh: blocks purified human ALDH1A1 activity; P00352; Purified ALDH1A1, NADH fluorescence, propionaldehyde substrate; Potency, µM (doses to about 75.3 µM), without a hit: at the top dose activity, negative = inhibition, most hits filed as inhibitors; 220,000 compounds, 7.3% hits; AID 1030; active = well fitted inhibition curve with a large enough effect, not every such curve was filed as active; inconclusive = small, poorly fitted or top-dose-only effect, or another doubt; inactive = no such curve, though single readings can be large or run the other way;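 note: plate controls were no enzyme wells and a reference inhibitor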
GAA inh: blocks human lysosomal alpha-glucosidase | P10253 | 200,000 compounds, 0.005% hits | Potency, µM (series often up to 76.9 µM), for inactives: at the top dose activity change, negative = inhibition, hits mostly inhibitors | AID 1466 | purified human GAA, 4-MU-alpha-glucoside fluorescence;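 note: plate controls were uninhibited enzyme wells for no effect and no-enzyme background for full effect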
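Activity normalized between no-enzyme (basal) and enzyme-only wells. Conditions: 4 nM human enzyme, 400 uM fluorogenic substrate, citrate/phosphate pH 5.0 with Tween-20, 20 min room temperature, compounds up to 77 uM.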
GoLoco inh red: RGS12 GoLoco-Gai1 interaction inhibition. Gai1:RGS12 GoLoco peptide FP, rhodamine, 10 min. Potency, µM (top dose mostly 61.6 µM), for inactives: at the top dose activity, negative = inhibition, actives largely listed as inhibitors. 230,000 compounds, 0.44% hits. AID 880; active = well fitted inhibition curve with a large enough effect, not every such curve was filed as active; inactive = no such curve, though single readings can be large or run the other way; note: % is set by controls: 0 for no effect and ±100 for the full control effect; nearly all actives have a fitted effect of over 30% in size; many of its hits are not listed in these tables
Target sequence (P63096 whole entry, looked up): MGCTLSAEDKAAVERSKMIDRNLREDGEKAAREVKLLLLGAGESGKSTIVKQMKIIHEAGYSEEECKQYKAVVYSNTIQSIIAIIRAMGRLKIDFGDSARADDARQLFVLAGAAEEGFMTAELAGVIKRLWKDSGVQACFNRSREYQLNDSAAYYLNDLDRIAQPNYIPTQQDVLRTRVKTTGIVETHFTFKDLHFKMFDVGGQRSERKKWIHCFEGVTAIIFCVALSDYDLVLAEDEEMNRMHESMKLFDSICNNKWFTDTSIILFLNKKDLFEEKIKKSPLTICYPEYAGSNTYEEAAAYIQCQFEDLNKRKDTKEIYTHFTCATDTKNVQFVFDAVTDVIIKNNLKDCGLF
GAA glycogen: inhibitors or activators of human alpha-glucosidase glycogen cleavage; P10253; recombinant GAA, glycogen substrate, Amplex Red glucose oxidase fluorescence; Potency, µM (titrated, usually from 76.4 µM), inactives show at the highest dose activity change, negative = inhibition, actives largely listed as inhibitors; 300,000 compounds, 0.38% hits; AID 2100;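 note: 0% = full enzyme reaction and -100% = no-enzyme basal signal; the screen sought inhibitors and activators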
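Natural-substrate format: glycogen cleavage by 4 nM human enzyme, glucose read by Amplex Red coupling (Ex 573, Em 610 nm). Normalized to enzyme and no-enzyme controls.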
SMN2 splice enh: enhancers of SMN2 splice variant expression; HEK293 SMN2-luciferase splicing reporter, luminescence, 30-36 h; Potency, µM (titrated, usually from 46.1 µM), without a hit: top-dose activity change, positive = activation, most hits filed as activators; 210,000 compounds, 2.8% hits; note: % of control where 0% means no effect; nearly all actives have a fitted effect of over 55% in size
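HEK293 cells carry an SMN2 […]–luciferase reporter in which exon 7 inclusion puts luciferase in frame. Cells were plated 10-12 h before compound addition, then incubated 30-36 h at 37C. ONE-Glo luminescence was read; sodium butyrate at 4.5 mM final served as control.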
GLA spleen mod: inhibitors or activators of human alpha-galactosidase in spleen homogenate. P06280. human spleen homogenate, 4MU-alpha-Gal fluorescence, 40 min. Potency, µM (titrated, usually from 80 µM), inactives show at the highest dose activity change, negative = inhibition, actives largely listed as inhibitors. 240,000 compounds, 0.008% hits. AID 2107;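 note: 0% = enzyme with vehicle and -100% = no enzyme basal signal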
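Inhibition or activation of alpha-galactosidase in human spleen homogenate is scored by 4-MU fluorescence after 40 min at 37C, pH 5.0, with 1 mM substrate. AC50s come from concentration-response fitted to the Hill equation.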
aGlu spleen mod: inhibits or activates alpha-glucosidase in human spleen homogenate; human spleen homogenate, 4-MU-alpha-glucoside fluorescence; Potency, µM (top dose mostly 79.9 µM), for inactives: at the top dose activity change, negative = inhibition, most hits filed as inhibitors; 240,000 compounds, 0.006% hits; AID 2112;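 note: 0% = enzyme with vehicle and -100% = no enzyme basal signal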
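Human spleen homogenate (1 ug) with 4-methylumbelliferyl-alpha-D-glucopyranoside (1 mM final) in 50 mM citrate/phosphate pH 5.0, 0.01% Tween-20; 40 min at 37 C. Stopped at pH 10; 4-MU fluorescence Ex 365/Em 440 nm; AC50 by Hill fit.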
Active calls of the source: *; ? = inconclusive; . = not tested or not shown; & = joins results of further samples; [ ] = dose if it differs, or a comment. Unless noted, calls come from the whole dose curve; as a rule, active = well fitted curve in the direction sought with a large enough effect; inconclusive = small, poorly fitted or top-dose-only effect, or another doubt; inactive = no such curve, though single readings can be large; an effect the other way counts as inactive or inconclusive. Potency is the fitted concentration of half-maximal effect. Not all compounds are listed (hit frequency here may not be typical).

molecule	JMJD2E inh	ALDH1A1 inh	GAA inh	GoLoco inh red	GAA glycogen	SMN2 splice enh	GLA spleen mod	aGlu spleen mod
O=C1CCc2cc(S(=O)(=O)N3CCN(C(=O)c4ccco4)CC3)ccc2N1	0%	?	-12%	9%	-4%	-11%	12%	-8%
Cc1cc(C)c2c(n1)sc1c(N3CCN(CCO)CC3)ncnc12	4%	-3%	1%	13%	-5%	?	9%	-4%
COc1ccc(-c2csc(NC(C)=O)n2)cc1OC	9%	?	-6%	-5%	-4%	12%	3%	-1%
COc1ccc(/C=N/NC(=O)CCCCCNC(=O)c2ccccc2)cc1	6%	1%	-3%	-4%	-2%	?	4%	0%
Cc1nnc(SCC(=O)Nc2ccc3c4c(cccc24)CC3)n1C	-2%	-5%	?	10%	-4%	4%	3%	-6%
CC(=O)Nc1ccc2nc(NC(=O)COc3cccc(C)c3)sc2c1	?	?	2%	6%	-2%	-29%	-4%	-1%
COc1cc2c(cc1OC)C1=NC(=O)CN1C(SCc1ccccc1)=N2	?	?	15%	25%	-28%	-21%	-2%	-9%
COc1ccc(C2(C(=O)Nc3c(C)n(C)n(-c4ccccc4)c3=O)CCCC2)cc1OC	2%	0%	6%	-1%	2%	10%	4%	-1%
Cc1cc(Br)ccc1SCC(=O)OCC(=O)c1c(N)n(C)c(=O)n(C)c1=O	2%	.	.	10%	-6%	.	-4%	0%
Cc1cc(C(=O)N2CCN(Cc3ccc4c(c3)OCO4)CC2)cs1	9%	-6%	-2%	-1%	-1%	-26%	-5%	-2%
CC1(c2ccccc2)NC(=O)N(NC(=O)CSc2n[nH]c(N)n2)C1=O (configuration not stated)	4%	.	.	-6%	5%	.	0%	2%
CN(C)c1cc(C(F)(F)F)nc(-c2ccccn2)n1	-8%	3%	-9%	8%	3%	-12%	0%	2%
COc1ccc(Nc2nc(N)nc(COc3ccc(OC)cc3)n2)cc1	-10%	7%	-6%	11%	-17%	-5%	9%	4%
Cc1ccc(/C=C/C(=O)NCCCN2CCN(CCCNC(=O)/C=C/c3ccc(C)cc3)CC2)cc1	-6%	2%	-12%	-1%	3%	-11%	-8%	5%
C[n+]1cccc(CNC(=O)/C=N/O)c1	-2%	1%	3%	14µM*	5%	12%	-7%	2%
CCn1cc(C(=O)N2CCN(c3ccccc3OC)CC2)c2cc(OC)c(OC)cc2c1=O	4%	-8%	-5%	-6%	6%	-11%&1%	-6%	6%
COc1ccccc1NC(=O)N1CCC(C(=O)c2ccc(F)cc2)CC1	3%	1%	13%	12%	1%	-2%	10%	4%
Cc1ccc(/C=N/NC(=O)CNC(=O)c2ccc(S(=O)(=O)N3CCCC3)cc2)o1	-9%	?	0%	-14%	16%	7%	-9%	4%
Cc1ccc(C)n1-c1sc2c(c1C(=O)O)CCCC2	-30%	28µM*	1%	-26%	2%	5%	-5%	0%
CCOc1ccc(C(C)NC(=S)NC2CCCCC2)cc1 (configuration not stated)	-4%	?	3%	9%	-4%	-13%	6%	-6%
COc1cccc(OC)c1C(=O)NN1CCCCC1	-3%	9%	-6%	-2%	4%	-7%	1%	2%
CN1C(=O)OC(C)(C)C1=O	2%[25.5 µM]	-1%[20.9 µM]	.	2%[21.6 µM]	.	-6%[20.6 µM]	-4%[29.1 µM]	-2%[29.1 µM]
S=C(Nc1ccc2nc(-c3ccccn3)c(-c3ccccn3)nc2c1)N1CCOCC1	?	?	-7%	6%	?	.	2%	3%
O=C(O)CCC(=O)N1CCc2cc(S(=O)(=O)N(CCc3ccccc3)Cc3ccccc3)ccc21	5%	?	-9%	6%	-2%	-21%	1%	-15%
CCO[C@H]1OC(C(=O)NCc2ccccc2)=C[C@@H](c2cn(C(C)=O)c3ccccc23)[C@@H]1CCCO	4%	2%	.	-7%	3%	.	-12%	-3%
O=C1CN(C(=O)c2cc([N+](=O)[O-])ccc2Cl)C(c2ccc(F)cc2)c2cc(F)ccc2N1 (configuration not stated)	7%	-3%	0%	0%	-8%	20%	-2%	-2%
CCc1nc(N2CCCCC2)c2oc3ccccc3c2n1	-29%	13µM*	-12%	0%	-21%	-25%	4%	5%
COCCOC(=O)c1[nH]c2c(c1C)C(=O)C(C(=O)OC)C(C)C2 (configuration not stated)	?	-6%	-5%	4%	-3%	11µM*	1%	2%
COc1ccc(CCn2nnnc2C(c2ccccc2)N2CCN(C)CC2)cc1OC (configuration not stated)	-20%	-5%	-3%	6%	10%	-3%	2%	0%
O=C(c1ccc(F)cc1F)C1CCN(c2ccc([N+](=O)[O-])cn2)CC1	-30%	20µM*	-4%	-11%	1%	.	-9%	6%
C/C(=N\O)C(C)(C)Nc1ccccc1F	4%	.	.	2%	4%	.	4%	4%
CCCCOc1ccc(C2(C(=O)O)CCCC2)cc1	5%	2%	9%	6%	-11%	.	-8%	-11%
c1ccc(SCc2nc(-c3ccncc3)no2)cc1	4%	-11%	-6%	1%	-5%	11µM*	1%	-4%
CC(=O)n1cc(N(C(=O)CCl)c2ccc([N+](=O)[O-])cc2)c2ccccc21	-2%	.	.	0%	-11%	.	7%	2%
O=C(NCC1CCCO1)c1sc2cc(Cl)ccc2c1Cl (configuration not stated)	-5%	?	12%	12%	-10%	13µM*	5%	-2%
CCOC(=O)c1ccc(NC(=O)C2C3CCC(C3)C2C(=O)O)cc1 (configuration not stated)	-5%	?	-4%	0%	4%	23%	2%	3%
O=C(C1CCCCC1)N1CCCn2c1nc1ccccc12	1%	-8%	-13%	3%	-6%	-3%	0%	-10%
O=C1CCC([N+](=O)[O-])C(c2cccc(Cl)c2Cl)N1 (configuration not stated)	0%	14%	-2%	-1%	9%	-1%	9%	4%
Cc1cc(NS(=O)(=O)c2ccc(NC(=O)c3ccco3)cc2)no1	7%	-11%	7%	5%	-2%	.	1%	-1%
O=C(CSc1nnc(-c2ccc(S(=O)(=O)N3CCCC3)cc2)o1)NCc1ccco1	0%	?	?	-2%	3%	-5%	8%	4%
CC1(C)CC(=O)C(CC(=O)NC2CCCc3ccccc32)C(=O)C1 (configuration not stated)	-5%	-5%	-3%	0%	1%	19%	2%	4%
N#Cc1nc(Cc2ccccc2)oc1NCCCn1ccnc1	2%	8%	-1%	9%	2%	7%	-6%	-6%
CC1Cc2ccccc2N1C(=O)CSc1nnnn1-c1ccc2c(c1)OCCO2 (configuration not stated)	8%	?	-6%	-16%	1%	-13%	-1%	-1%
Cc1ccc(C2=NOC(C)(c3nnc(-c4ccc(F)cc4)o3)C2)cc1 (configuration not stated)	2%	.	.	4%	-10%	.	-4%	-3%
N#Cc1ccc(/C=N/NC(=O)c2cccc(S(=O)(=O)N3CCOCC3)c2)cc1	1%	6%	2%	3%	-3%	4%	2%	1%
CCCCN(C(=O)CSc1nncn1-c1ccccc1)c1c(N)n(Cc2ccccc2)c(=O)[nH]c1=O	1%	6%	6%	4%	2%	-12%	0%	-9%
O=C(Nc1nnc(C2CC2)s1)c1cccnc1Oc1ccc(Cl)cc1	?	.	.	33%[activator]	0%	.	5%	-3%
COc1ccc(OC)c(C2(O)CSC(=Nc3cccnc3)N2Cc2ccco2)c1 (configuration not stated)	-2%	?	7%	14%	-18%	-15%	3%	-3%
CC(=O)Nc1ccc(S(=O)(=O)N(C)Cc2ccccc2)cc1	6%	-7%	-1%	-6%	0%	4%	-6%	-4%
O=C(COc1ccc(-c2ccccc2)cc1)N/N=C/c1ccccc1Br	6%	?	-8%	-1%	6%	0%	-15%	-9%
Cc1ccc(C)c(S(=O)(=O)NCc2ccc(C(=O)N3CCC(Cc4ccccc4)CC3)cc2)c1	0%	?	?	6%	-9%	-43%[inhibitor]	-23%	-13%
Cc1cc(-c2ccccc2)nc(N(C)N)c1S(C)(=O)=O	?	-8%	-5%	10%	?	-9%	5%	.
Cc1nc(-c2ccc(NC(=O)c3ccccc3)cc2)cs1	-4%	0%	5%	26%	14%	.	-4%	-4%
COc1ccccc1-c1cc(-n2ccnc2)ncn1	.	?	.	7%	.	.	6%	1%
O=c1[nH]c(CSc2nnc3ccccn23)nc2ccccc12	7%	4%	-4%	6%	3%	-10%	-1%	1%
COc1cc2c(cc1NC(=S)NC(=O)/C=C/c1ccco1)oc1ccccc12	-8%	0%	-2%	12%	-2%	8%	5%	5%
Cc1cccc(NC(=O)CCC(=O)OCc2ccc(Br)cc2)c1	-1%	-5%	-13%	-1%	1%	-14%	-5%	1%
N#C/C(=C\c1cn(Cc2ccccc2C#N)c2ccccc12)C(=O)NCc1cccs1	-29%	7.9µM*	?	21%	1%	-21%	-1%	-9%
CCN(CC(=O)NC)S(=O)(=O)c1ccc(C)cc1	6%	9%	-3%	-5%	1%	?	-3%	-4%
CC(=O)Nc1cccc(/C(C)=N/NC(=O)c2ccc(O)cc2)c1	7%	8%	-1%	-9%	-2%	8%	8%	-2%

(further entries)
molecule	JMJD2E inh	ALDH1A1 inh	GAA inh	GoLoco inh red	GAA glycogen	SMN2 splice enh	GLA spleen mod	aGlu spleen mod
COc1cccc([C@@H]2Oc3ccc(Br)cc3C(=O)[C@H]2OC(=O)N[C@H](C)C2CCCCC2)c1	-6%	4%	.	6%	.	1%	9%	-7%
O=C(COC(=O)c1ccccc1O)Nc1cc([N+](=O)[O-])ccc1Cl	5%	.	.	-42%	-1%	.	6%	-2%
CS(=O)(=O)N(CC(=O)NC1CCCC1)c1cccc(F)c1	-3%	4%	-2%	10%	0%	?	1%	-5%
Cc1cc(C)cc(NC(=O)c2snc3c(=O)[nH]cnc23)c1	2%	10%	0%	6%	11%	-30%	-3%	2%
N#Cc1cc(-c2ccc(Cl)cc2)cnc1Sc1ccc(F)cc1	8%	?	7%	4%	3%	-23%	3%	-6%
Cn1cnnc1SCc1ccc(C(=O)O)cc1	5%	4%	0%	4%	12%	-5%	-15%	1%
Cc1cc(S(=O)(=O)Nc2ccc(N(C)C)cc2)c(C)s1	-4%	3%	7%	-4%	-22%	3%	-12%	-13%
